# Bioassay records as filed in PubChem.
# Rev-erbA mod: modulates human Rev-erb alpha binding to DNA; P20393; Rev-erbα–FITC-DNA binding, fluorescence polarization, 90 min; activity, % at 10 µM; 370,000 tested, 0.79% active;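 active = activity above about 14%, limit read from the data; passing the limit was not always enough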;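 note: 0% = DMSO wells with 35 nM protein and 100% = DMSO wells with 750 nM protein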
# Target sequence (P20393 whole entry, looked up): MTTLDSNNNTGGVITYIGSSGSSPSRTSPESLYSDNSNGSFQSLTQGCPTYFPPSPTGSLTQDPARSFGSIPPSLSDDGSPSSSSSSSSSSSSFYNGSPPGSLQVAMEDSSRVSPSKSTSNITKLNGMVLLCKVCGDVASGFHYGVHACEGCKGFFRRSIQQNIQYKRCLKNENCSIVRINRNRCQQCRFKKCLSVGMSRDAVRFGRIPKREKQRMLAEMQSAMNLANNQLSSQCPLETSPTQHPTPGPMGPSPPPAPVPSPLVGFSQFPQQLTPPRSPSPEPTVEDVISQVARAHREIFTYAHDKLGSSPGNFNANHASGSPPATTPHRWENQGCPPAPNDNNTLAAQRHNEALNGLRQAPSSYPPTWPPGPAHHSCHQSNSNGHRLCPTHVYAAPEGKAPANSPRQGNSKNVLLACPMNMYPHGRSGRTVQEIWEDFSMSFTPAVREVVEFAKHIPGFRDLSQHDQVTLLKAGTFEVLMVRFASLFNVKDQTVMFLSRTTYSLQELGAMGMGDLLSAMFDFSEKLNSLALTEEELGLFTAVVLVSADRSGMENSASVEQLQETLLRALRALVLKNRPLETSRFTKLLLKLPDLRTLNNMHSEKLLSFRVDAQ
# KLK7 zymogen act: proKLK7 (human) activation, primary screen; AID 652039; 370,000 tested, 0.9% active; P49862; activation, % at 7 µM; purified proKLK7, EDANS-DABCYL substrate fluorescence; 100% is mature enzyme control, 0% vehicle;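 active = activation above the mean of all tested compounds plus 3 SD, computed per campaign excluding outliers beyond control limits, cut at about 13% in these data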
# Target sequence (P49862 whole entry, looked up): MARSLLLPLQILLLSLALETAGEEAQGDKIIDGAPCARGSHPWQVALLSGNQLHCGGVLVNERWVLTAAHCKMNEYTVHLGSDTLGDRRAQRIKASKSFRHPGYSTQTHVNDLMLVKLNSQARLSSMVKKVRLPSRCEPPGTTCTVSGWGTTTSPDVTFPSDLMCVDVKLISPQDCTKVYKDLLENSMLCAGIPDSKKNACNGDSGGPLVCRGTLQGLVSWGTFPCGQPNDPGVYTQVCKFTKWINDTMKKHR
# Tn6 DDE FP: inhibitors of Tn6 peptide binding to human fibrin DD(E); inhibition, % at 8.3 µM; P02675; 370,000 tested, 0.21% active; Fibrin DD(E) TRITC-Tn6 fluorescence polarization displacement;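 active = inhibition above a per-campaign cutoff: mean of compounds within control limits plus 3 SD, cut at about 15% in these data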;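 note: 0% = median of all compound wells on the plate and 100% = blocking peptide control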
# UHRF1 binding: blocks human UHRF1 binding to methylated DNA. Q96T88. UHRF1 binding to methylated oligo, TR-FRET. inhibition, % at 4.4 µM. 370,000 tested, 0.75% active. AID 687016; in the data active = inhibition above about 21%;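 note: UHRF1 SRA domain binding a hemimethylated CpG hairpin DNA probe; 0% = median of test compound wells and 100% = reference inhibitor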
# PLC-beta3 inh: PLC-beta3 (human) inhibition, primary screen; Purified PLC-beta3, fluorogenic substrate, fluorescence; inhibition, % at 12.2 µM; 370,000 tested, 0.18% active; Q01970; in the data active = inhibition above about 11%;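 note: 0% = median of compound wells on plate and 100% = full blocker control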
# Tn7 DDE FP: DD(E)-Tn7 binding inhibition, primary FP screen; inhibition, % at 8.3 µM; P02675; 370,000 tested, 0.13% active; AID 720508; FP displacement of FITC-Tn7 peptide from fibrin DD(E); 0% = median of compound wells per plate;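 active = inhibition above the mean of compounds falling within the control limits plus 3 SD of them, cut at about 14% in these data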;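 note: 0% = plate median of compound wells and 100% = 10 µM Aha-Tn7 peptide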
#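 Assay system: Human fibrin DD(E) protein | Medium: Tris buffer with calcium and detergent, pH 7.8 | Reagent: 0.1 µM fluorescent Tn7 | Compound dosing: Single point at 8.3 µM | Times: 10 min preincubation, 3 h with tracer, room temperature | Detection: Fluorescence polarization of the labelled Tn7 tracer | Controls: Aha-Tn7 high control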
# PLC-gamma1 inh: PLC-gamma1 (human) inhibition, primary screen; 370,000 tested, 0.84% active; AID 720700; purified PLC-gamma1, fluorogenic substrate, fluorescence; inhibition, % at 12.2 µM; P19174; in the data active = inhibition above about 9.5%
# ASAP1 GAP inh: ASAP1 ArfGAP inhibition | ASAP1-stimulated ARF1 GTP hydrolysis, GDP FP detection | inhibition, % at 16.5 µM | 360,000 tested, 0.19% active | AID 624377; in the data active = inhibition above about 25%;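 note: 0% = vehicle with enzyme and substrate and 100% = no enzyme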
# HGIII-sPLA2 inh: Inhibits HGIII-sPLA2 liposome hydrolysis, primary screen. Q9NZ20. QFRET BODIPY PC-A2 liposome hydrolysis, fluorescence. inhibition, % at 12.2 µM. 370,000 tested, 0.56% active. AID 743126;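 active = inhibition above mean plus 3 SD of compounds lying within the high and low control bounds, cut at about 19% in these data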;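 note: 0% = median of test compound wells and 100% = no enzyme DMSO wells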
# ARFGAP1 inhibitor: rat ARFGAP1 inhibition; inhibition, % at 16.5 µM; Q62848; 360,000 tested, 0.26% active; AID 651572; Arfgap1-stimulated ARF1 GTP hydrolysis, GDP FP detection;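 active = inhibition above a per-plate limit, mean inhibition of low control wells plus 3 SD, cut at about 25% in these data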;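 note: 0% = DMSO wells with enzyme and 100% = wells lacking Arfgap1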
# Target sequence (Q62848 1-136 limits assumed): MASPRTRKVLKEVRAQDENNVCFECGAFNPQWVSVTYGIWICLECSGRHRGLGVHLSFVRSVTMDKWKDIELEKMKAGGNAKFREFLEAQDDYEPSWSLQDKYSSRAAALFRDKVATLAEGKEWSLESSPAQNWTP
#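 material = rat Arfgap1 catalytic domain, aa 1-136 | also added = human ARF1(Δ1-17)-GTP substrate | compound dosing = one concentration, 16.5 µM, DMSO 1.26% | times = GTP hydrolysis reaction 2 h at 25 °C | measured by = FP, GDP Alexa 633 tracer displaced from anti-GDP antibody, 620/688 nm | evaluation = percent inhibition of Arfgap1-stimulated GTP hydrolysis | replication = single well per compound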
# * marks the source's active call; other numbers are inactive results; i = inactive; . = not tested or not shown.
no.	Compound	Rev-erbA mod	KLK7 zymogen act	Tn6 DDE FP	UHRF1 binding	PLC-beta3 inh
1	CCCCOc1ccc(C(=O)NCC(=O)NCC(c2ccc(OC)cc2)N2CCOCC2)cc1 (stereo unspecified)	-3	0.1	4	2	-8
2	CC1Cc2cc(S(=O)(=O)N3CCC(C(=O)Nc4ccccn4)CC3)ccc2N1C(=O)C1CCC1 (stereo unspecified)	-3	0.1	5	-1	-7
3	CC(Sc1nc(O)c(-c2ccccc2)c(=O)[nH]1)C(=O)Nc1ccc(Cl)cc1 (stereo unspecified)	7	0.8	-4	0	1
4	Cc1ccc(S(=O)(=O)N2CCCCC2)cc1C(=O)OCC(=O)NC(=O)NC12CC3CC(CC(C3)C1)C2	0	0.5	6	45*	-2
5	CCN(CC)C(=O)C(=O)c1cccn1-c1cccc(Cl)c1C#N	0	-0.1	1	0	2
6	CSc1cccc(NC(=S)N2CCC(c3ccccc3)C2)c1 (stereo unspecified)	1	0.0	9	0	-2
7	COCCN(C(=O)Cn1nnc2ccccc21)C(C(=O)NC1CCCC1)c1cccc(OC)c1OC (stereo unspecified)	-4	-0.1	9	2	1
8	COc1cccc(CNC(=O)[C@H]2CCCN2C(=O)[C@H]2CCCN2C(=O)c2ccccc2)c1	-5	-0.1	2	0	6
9	Cc1cc2c(cc1C)C(c1ccccc1F)CC(=O)N2 (stereo unspecified)	3	-0.5	-5	0	-4
10	Cc1cc(Oc2ccc(C#N)cc2)nc(NCc2ccccc2)n1	-2	-0.4	2	1	0
11	CC(C)CNC(=O)NC1C(NC(=O)NCC(C)C)N(C)C(=O)N1C (stereo unspecified)	3	-0.1	-5	0	-2
12	Cn1c(SCC(=O)c2ccccc2)nnc1C1CC1	-1	0.2	3	-1	0
13	CN(C)c1nn2c(-c3ccccc3)nnc2o1	3	1.0	2	-2	4
14	O=C(O)Cn1cc(C(=O)C(F)(F)F)c2ccccc21	-7	0.1	-1	3	0
15	CC(=O)Oc1ccc2c(C)c(CC(C)O)c(=O)oc2c1 (stereo unspecified)	-5	57*	8	3	i

no.	Tn7 DDE FP	PLC-gamma1 inh	ASAP1 GAP inh	HGIII-sPLA2 inh	ARFGAP1 inhibitor
1	7	-3	-22	6	4
2	-1	3	14	-8	-9
3	3	1	11	-1	2
4	7	0	-9	-2	3
5	7	-2	-9	-4	3
6	-8	5	4	4	-1
7	-1	2	-8	-3	5
8	2	6	1	6	1
9	8	0	7	-1	8
10	-2	-2	-7	-1	4
11	1	0	2	0	10
12	1	1	-3	-2	-7
13	-6	2	-5	2	1
14	1	0	7	8	15
15	-4	i	-12	2	12

# The results go on:
no.	Compound	Rev-erbA mod	KLK7 zymogen act	Tn6 DDE FP	UHRF1 binding	PLC-beta3 inh
16	C/C(=C\c1ccc2c(c1)OCO2)C(=O)c1c(C)cc(C)[nH]c1=O	-6	0.1	-4	-1	1
17	COc1ccc(-n2nnc3c(=O)n(C/C=C/c4ccccc4)cnc32)cc1	-3	0.1	6	-2	3
18	CC(C(=O)Nc1ccc2c(c1)OCO2)N1CCC(N2CCCCC2)CC1 (stereo unspecified)	-2	-0.2	-6	4	-2
19	O=C(NCCCN1CCOCC1)c1onc(CSc2ccncc2)c1C(=O)NCCCN1CCOCC1	1	0.0	4	-1	-1
20	O=C(CC1SC(N2CCCCC2)=NC1=O)Nc1ccc(C(=O)NCCc2ccc(F)cc2)cc1 (stereo unspecified)	11	-0.4	-1	-3	-1
21	Cc1cc(Br)ccc1NC(=S)NC1CCCC1	-3	-0.3	2	2	1
22	CCC1=NC(c2ccc(OC)c(OC)c2)N(O)C1(C)C (stereo unspecified)	1	1.3	3	-1	-32
23	O=C1c2ccsc2SCCN1Cc1ccc(F)cc1	8	0.0	5	1	3
24	O=C(Nc1ccc(S(=O)(=O)Nc2nccs2)cc1)c1cccc(N2C(=O)c3ccccc3C2=O)c1	-3	0.1	-4	5	-34
25	COc1ccc(C(=O)OCC(=O)NC2CC2)cc1[N+](=O)[O-]	2	0.3	8	5	-3
26	O=C(NNC(=O)c1cccs1)c1ccco1	-1	0.3	7	1	-3
27	COc1cc2cc(CCCOC(=O)c3ccc(C(F)(F)F)cc3)oc(=O)c2cc1OC	3	-0.8	0	2	-5
28	Cc1cccc(C(=O)Nc2ccc3c(c2)ncn3C)c1	-4	0.3	-2	-2	7
29	COc1ccc(NC(=O)NC2CCCc3ccccc32)cc1 (stereo unspecified)	-5	0.2	-3	0	-8
30	COc1cc(SC)ccc1C(=O)OCC(=O)N1CCN(C(C)=O)CC1	-1	0.3	-1	-1	-6

no.	Tn7 DDE FP	PLC-gamma1 inh	ASAP1 GAP inh	HGIII-sPLA2 inh	ARFGAP1 inhibitor
16	0	2	6	-2	11
17	3	0	-8	-1	-7
18	4	0	12	-2	4
19	10	-1	-8	2	2
20	5	-1	3	-16	2
21	-2	-2	-15	12	-3
22	-3	1	10	5	5
23	-1	-1	3	3	-4
24	0	-19	5	-16	5
25	7	0	6	10	-10
26	2	4	-9	6	-3
27	-3	2	-9	-2	10
28	5	5	12	1	5
29	1	-1	-1	-5	6
30	3	1	-6	-1	-4

# Other compounds:
no.	Compound	Rev-erbA mod	KLK7 zymogen act	Tn6 DDE FP	UHRF1 binding	PLC-beta3 inh
31	O=C(Nc1ccc(OCCO)cc1)c1csc([C@@H]2C[C@H](O)[C@@H](CO)O2)n1	-4	-0.1	7	-2	3
32	Cc1cccc(C)c1N1CCN(C(=O)Nc2ccc3c(c2)OCCO3)CC1	-3	-0.2	5	16	2
33	Cc1noc(C)c1COC(=O)CNC(=O)c1ccc(Cl)cc1	3	0.6	-2	0	-3
34	CCOc1ccc(Oc2cc(NC(=O)c3ccco3)cc([N+](=O)[O-])c2)cc1	-1	0.2	-6	-3	-2
35	COC(=O)C1[C@H]2C(=O)N(Cc3cccs3)C[C@]23C=C[C@H]1O3 (stereo partly specified)	1	-0.4	-4	-3	0
36	Cc1nc(NC(=O)c2ccccc2[N+](=O)[O-])sc1C(=O)N(C)C	-1	0.1	-2	-3	1
37	C=CCNC(=O)C1CC(=O)N(c2ccc(OCc3ccccc3Cl)cc2)C1 (stereo unspecified)	-3	-0.2	-2	1	-6
38	CCC(CO)N=C1CC(C)(C)CC(=O)/C1=C(/O)CCCN1C(=O)c2ccccc2C1=O (stereo unspecified)	-1	-0.2	-2	3	-9
39	COc1ccccc1N(CC(=O)N1CCCCCC1)S(=O)(=O)c1ccc(C)cc1	-4	1.6	-2	0	-1
40	COc1ccc(OC)c(S(=O)(=O)Nc2cccc(O)c2)c1	-3	-0.3	6	-1	-6
41	COCCN1C[C@@H](CO)O[C@@H](n2cnc3c(NCC(C)C)ncnc32)C1	3	-0.1	2	6	-4
42	COc1ccccc1OCc1nnc(SCC(=O)c2cc(Cl)ccc2OC)o1	1	0.5	-8	-5	-2
43	O=C(Nc1ccccc1)/C(=C/c1cccnc1)NC(=O)c1ccccc1	-3	0.7	-5	3	-12
44	C#CC1(N2CCCCC2)CCCCC1	4	0.4	-3	3	7
45	CCN(CC)CCOC(=O)c1ccc(NC(=O)CNC(=O)C2CCCCC2)cc1	4	-0.1	2	0	5

no.	Tn7 DDE FP	PLC-gamma1 inh	ASAP1 GAP inh	HGIII-sPLA2 inh	ARFGAP1 inhibitor
31	-4	-2	-5	1	-17
32	3	1	-7	-3	-7
33	4	6	-7	12	-4
34	-5	5	13	2	19
35	2	1	6	1	-7
36	-6	6	10	-3	-6
37	0	1	2	-8	-8
38	1	-1	-9	8	1
39	0	1	9	0	-8
40	14	1	14	-7	-5
41	6	-1	0	16	-23
42	3	-2	-8	-39	-8
43	-6	1	8	4	9
44	-4	7	14	6	-3
45	-11	4	1	2	5

# Compound profiles, from the list above.
# C#CC1(N2CCCCC2)CCCCC1 is entered as Rev-erbA mod: 4; KLK7 zymogen act: 0.4; Tn6 DDE FP: -3; UHRF1 binding: 3; PLC-beta3 inh: 7; Tn7 DDE FP: -4; PLC-gamma1 inh: 7; ASAP1 GAP inh: 14; HGIII-sPLA2 inh: 6; ARFGAP1 inhibitor: -3
# O=C(NCCCN1CCOCC1)c1onc(CSc2ccncc2)c1C(=O)NCCCN1CCOCC1 is entered as Rev-erbA mod: 1; KLK7 zymogen act: 0.0; Tn6 DDE FP: 4; UHRF1 binding: -1; PLC-beta3 inh: -1; Tn7 DDE FP: 10; PLC-gamma1 inh: -1; ASAP1 GAP inh: -8; HGIII-sPLA2 inh: 2; ARFGAP1 inhibitor: 2

# Next section:
no.	Compound	Rev-erbA mod	KLK7 zymogen act	Tn6 DDE FP	UHRF1 binding	PLC-beta3 inh
46	CC(C)Cn1c(-c2cc([N+](=O)[O-])ccc2Cl)nc2c1c(=O)[nH]c(=O)n2Cc1ccccc1	-3	0.8	-14	3	6
47	O=C1CC(N2CCSCC2)C(=O)N1CCc1ccccc1 (stereo unspecified)	4	0.2	-3	-2	-10
48	CC(C)CN1C(=O)C(=O)N(CC(=O)c2ccc[nH]2)C1=O	-1	0.3	5	0	-8
49	COc1cccc(NC(=O)[C@@H]2CCCN2C(=O)C2CCN(S(=O)(=O)c3ccc(C)cc3)CC2)c1	-2	-0.1	6	-1	6
50	COc1ccccc1N(C)S(=O)(=O)c1ccc(C(=O)Nc2ccc3nc(C)sc3c2)cc1	-2	0.4	-3	-5	-6
51	COC(=O)[C@@H](Cc1c[nH]c2ccccc12)NC(=O)C1CCCN(S(=O)(=O)c2ccc(C)cc2)C1 (stereo partly specified)	3	0.7	0	-2	0
52	CCOCCCN1C(=O)CN(C2CCCCC2)C(=O)C1c1ccc(OCC)c(OC)c1 (stereo unspecified)	1	0.0	-2	1	-1
53	CCC(C(=O)Nc1ccccc1N1CCCC1)c1cccc(C)c1 (stereo unspecified)	0	-0.3	-8	-3	-4

no.	Tn7 DDE FP	PLC-gamma1 inh	ASAP1 GAP inh	HGIII-sPLA2 inh	ARFGAP1 inhibitor
46	-3	2	-17	3	-2
47	1	0	-3	6	13
48	-2	7	-9	3	-1
49	0	2	0	-16	6
50	-3	-7	14	-37	2
51	-12	2	6	-96	6
52	1	-2	-10	3	-4
53	3	-3	.	4	.

# Structures listed so far marked active in KLK7 zymogen act:
no.	Compound	Rev-erbA mod	KLK7 zymogen act	Tn6 DDE FP	UHRF1 binding	PLC-beta3 inh
15	CC(=O)Oc1ccc2c(C)c(CC(C)O)c(=O)oc2c1 (stereo unspecified)	-5	57*	8	3	i

no.	Tn7 DDE FP	PLC-gamma1 inh	ASAP1 GAP inh	HGIII-sPLA2 inh	ARFGAP1 inhibitor
15	-4	i	-12	2	12
